GSK3 alpha inh: blocks human GSK-3 alpha kinase; P49840; inhibition, % at 10 µM; 0.1% of 320,000 active; ADP-Glo luminescence, 60 min;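 in the data active means inhibition above about 50%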;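 further: GST-tagged GSK-3 alpha with peptide substrate and 25 µM ATP; 0% = DMSO neutral wells and 100% = GW8510 positive control wells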
Target sequence (P49840 whole entry, looked up): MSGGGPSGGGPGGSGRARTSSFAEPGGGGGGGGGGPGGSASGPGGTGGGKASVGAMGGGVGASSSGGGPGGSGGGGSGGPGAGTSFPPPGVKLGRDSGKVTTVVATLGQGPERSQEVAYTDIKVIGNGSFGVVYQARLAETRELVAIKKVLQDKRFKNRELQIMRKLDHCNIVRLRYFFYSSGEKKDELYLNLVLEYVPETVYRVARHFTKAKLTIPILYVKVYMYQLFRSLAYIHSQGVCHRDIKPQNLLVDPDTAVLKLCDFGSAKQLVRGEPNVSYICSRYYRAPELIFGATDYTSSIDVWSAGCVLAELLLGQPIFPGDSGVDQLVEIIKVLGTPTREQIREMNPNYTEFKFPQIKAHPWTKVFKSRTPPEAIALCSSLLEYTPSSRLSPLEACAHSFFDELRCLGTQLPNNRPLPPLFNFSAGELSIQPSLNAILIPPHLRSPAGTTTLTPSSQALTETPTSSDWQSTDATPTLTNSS
HSF1 inhib: HSF1 inhibition | 0.77% of 300,000 active | activity change, negative = inhibition, % at 7.5 µM (by protocol) | NIH3T3-HGL HSE-luciferase, MG132-induced, luminescence 8 h; stronger effect = lower value;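 active means more than half of replicate wells show activity change below -50%, luminescence cut by over half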;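 further: luciferase reports HSF-1 transcriptional activity via heat shock element; 0% = median of DMSO wells and -100% = zero luminescence signal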
GSK3B inh: human GSK3beta kinase inhibition. P49841. GST-GSK3beta kinase, ADP-Glo luminescence, 60 min; stronger effect = lower value. activity score (negative = inhibition), % at 10 µM. 0.038% of 300,000 active. AID 2097;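 active means more than half of replicate wells score below -50%, meaning over 50% inhibition versus plate controls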;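 further: 0% = median DMSO wells and -100% = median GW8510 positive control wells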
Target sequence (P49841 whole entry, looked up): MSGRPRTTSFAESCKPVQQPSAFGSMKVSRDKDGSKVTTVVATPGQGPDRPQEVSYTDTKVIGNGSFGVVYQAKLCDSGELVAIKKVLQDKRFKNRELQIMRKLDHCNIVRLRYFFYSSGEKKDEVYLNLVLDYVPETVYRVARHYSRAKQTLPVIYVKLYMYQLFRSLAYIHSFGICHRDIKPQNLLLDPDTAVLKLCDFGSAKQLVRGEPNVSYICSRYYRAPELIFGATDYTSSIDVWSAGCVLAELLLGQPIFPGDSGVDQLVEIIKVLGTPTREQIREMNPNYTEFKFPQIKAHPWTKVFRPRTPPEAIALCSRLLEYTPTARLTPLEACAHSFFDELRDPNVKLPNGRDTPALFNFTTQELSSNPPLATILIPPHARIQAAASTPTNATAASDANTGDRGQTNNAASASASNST
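test system = GST-tagged human GSK3beta kinase, cell-free | reagent = 25 µM ATP with peptide substrate | dosing = one dose of 10 µM per compound | schedule = 60 min reaction, RT | detection = luminescent ADP-Glo measurement of ADP formed | control set = DMSO neutral wells and GW8510 at 20 µM as positive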
IEC-6 cytotox: IEC-6 cytotoxicity, counter-screen for KLF5 inhibitors; inhibition, % at 5 µM; AID 1825; 0.78% of 290,000 active; luminescence viability; in the data active means inhibition above about 22%;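 further: 0% = plate median of test compound wells and 100% = cytotoxic reference compound wells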
PolyA inh: blocks polyadenylation in yeast reporter cells; S. cerevisiae SKY197-pL101 polyadenylation reporter, beta-gal luminescence; efflux-impaired pdr1/pdr3 knockout yeast; score 100 = 6 SD above DMSO; calls only at 12 µM; 0.02% of 300,000 active;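 active means lowest replicate activity score at least 50, where 100 means six control SD above control mean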;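 further: yeast exposed to compound for 9 h at 30 °C; higher score means more reporter readthrough which indicates perturbed polyadenylation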
aSyn UTR inh: 5' untranslated region of α-synuclein, MLPCN primary screen | alpha-synuclein 5'UTR reporter, inhibitor activity | AID 1813 | inhibition, % (tested at 7.5 µM) | 0.82% of 300,000 active; in the data active means inhibition above about 60%;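 further: H4 neuroglioblastoma cells stably carrying SNCA 5'UTR luciferase fusion; 0% = DMSO wells and 100% = positive control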
HSP90 inh: inhibitors of HSP90 luciferase refolding in rabbit reticulocyte lysate | luciferase refolding luminescence, 3 h | inhibition, % at 5.6 µM | 0.91% of 290,000 active | AID 1789;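 active means inhibition above the screen-wide mean plus 3 SD, computed separately per campaign, cut at about 16% in these data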;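 further: 0% = DMSO wells and 100% = 60 µM geldanamycin wells; inhibitors lower the luminescence because luciferase stays unfolded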
HSF-1 act: increases HSF-1 driven luciferase reporter signal | NIH3T3-HGL HSF-1 luciferase reporter, MG132, 8 h; 100% = twice DMSO control signal | activation, % at 9 µM | 1.7% of 300,000 active;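 active means mean replicate activation of at least 50% with a set share of replicates each reaching 50%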;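 further: 0% = median of the neutral control wells and 100% = twice that signal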
AI-2 QS modul: Vibrio harveyi AI-2 quorum sensing modulation. Vibrio harveyi JMH597 AI-2 luminescence/OD600 ratio, 9 h; stronger effect = lower value; strain lacks LuxN and CqsS sensors; 0 = neutral-control median. activity change, % at 7.5 µM. 0.4% of 300,000 active; in the data active means activity change below about -75%, passing the limit was not always enough;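 further: luminescence divided by OD600 gain over 9 h not by final OD600 alone; inactives centre near 13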
KLF5 inh: inhibitors of KLF5 expression | DLD-1 KLF5 promoter-luciferase reporter, luminescence | inhibition, % at 5 µM | 0.23% of 290,000 active | AID 1700;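 active means inhibition above a per-plate limit of that plate's mean compound inhibition plus 3 SD, cut at about 60% in these data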;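 further: 0% = DMSO wells and 100% = LY294002 at 200 µM; higher means less KLF5 promoter-driven luciferase light; inactives centre near -14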
Starred values were filed as active, the others as inactive; i = inactive; x = not tested or not shown.

Below each compound – GSK3 alpha inh | HSF1 inhib | GSK3B inh | IEC-6 cytotox | PolyA inh | aSyn UTR inh | HSP90 inh | HSF-1 act | AI-2 QS modul | KLF5 inh
COc1cccc(CNC(=O)C(=O)NCCC2CCCCN2S(=O)(=O)c2cccs2)c1 (stereo unspecified)
→ x | 3.9 | -0.2 | x | i | 0.5 | x | 1.9 | 24.5 | x
Cc1cc(NC(=O)C(C)C)ncc1NC(=O)c1ccco1
→ -1.3 | -7.7 | x | -6.5 | i | -19.1 | -2.9 | 19.9 | x | -27.7
CN1CCc2nc(SCc3ccc(C(C)(C)C)cc3)c(C#N)cc2C1
→ -0.5 | 6.8 | 6.9 | -2.6 | i | -4.3 | 3.2 | 16.4 | 1.9 | 1.9
COc1ccc(S(=O)(=O)N2CCCC2C(=O)Nc2nccs2)cc1 (stereo unspecified)
→ -0.3 | -1.2 | -0.2 | 7.4 | i | 26.8 | 3.9 | 1.7 | 11.5 | 18.6
COc1cc(C(=O)OCC(=O)Nc2ccc(C(C)=O)cc2)ccc1OCC(=O)N1CCOCC1
→ -2.2 | -3.6 | -0.1 | 2.7 | i | 15.6 | 3.2 | 3.8 | 4.2 | -35.5
O=S(=O)([N-]c1nc2ccccc2nc1-n1cc[n+](Cc2ccccc2)c1)c1ccccc1
→ -2.9 | 4.0 | 3.8 | 7.4 | i | -30.1 | 1.2 | -7.8 | 26.9 | -0.2
Cc1nc2cc(C(=O)N3CCc4ccccc43)ccc2n1-c1ccc(F)c(F)c1
→ -2.3 | -1.4 | 2.9 | -2.6 | i | 3.3 | -2.0 | -9.6 | 22.6 | -9.8
CCN1CCN(C(=O)CN(c2ccc(F)cc2)S(=O)(=O)c2ccc(OC)c(OC)c2)CC1
→ 0.3 | -11.2 | 2.6 | -2.1 | i | -1.9 | -0.2 | 5.3 | 12.4 | -27.2
COc1ccccc1NC(=O)CNS(=O)(=O)c1ccccc1
→ -0.9 | -4.7 | -2.1 | 2.1 | i | -16.7 | -1.8 | 16.9 | 17.7 | -1.4
O=C(c1cc(-c2cccc(Cl)c2)on1)N1CCOCC1
→ -2.4 | 14.6 | 1.0 | -5.6 | i | -171.0 | 0.3 | 29.3 | 7.3 | -167.1
CSCCC(NC(=O)c1ccco1)C(=O)N(C)CC(=O)Nc1c(Cl)cccc1Cl (stereo unspecified)
→ -0.1 | -3.2 | 2.8 | x | i | -11.6 | x | -5.1 | 14.8 | x
Cc1cc(Br)ccc1OCCNCc1ccccc1
→ -1.5 | 4.2 | -1.1 | 2.9 | i | -3.2 | 4.8 | 12.7 | 12.9 | -8.4
O=C(CSc1ccc(-c2ccccc2)nn1)Nc1ccc2c(c1)OCCO2
→ -5.5 | 20.4 | -0.3 | 8.2 | i | -148.2 | -1.6 | 39.1 | 18.9 | -28.8
CC(C)c1ccc(C(=O)N2CCN(c3cnn(C)c(=O)c3Cl)CC2)cc1
→ 0.3 | -2.1 | -2.5 | -8.4 | i | 20.8 | -0.6 | -23.9 | -2.8 | -1.5
O=C(CSc1ncn[nH]1)N1c2ccccc2Sc2ccccc21
→ -1.5 | 5.8 | 3.1 | 2.5 | i | -4.8 | 8.2 | -19.7 | 3.8 | 1.9
CCC(C)(C)n1nnnc1C(c1ccc(F)cc1)N1CCN(C(=O)c2ccco2)CC1 (stereo unspecified)
→ -2.6 | -1.4 | 0.4 | -7.9 | i | 5.1 | -3.5 | 4.4 | 33.3 | -10.7
CCSc1nc(-c2ccccc2)nc(C(Cl)Cl)n1
→ 3.1 | 42.1 | -0.6 | 3.9 | i | 123.0* | -1.9 | 57.4* | 20.2 | -13.3
CC(=O)c1ccc(N2CCCCCC2)c(F)c1
→ 0.2 | -0.3 | -0.5 | -3.2 | i | -49.1 | -2.1 | 6.9 | 26.2 | -13.8
Cc1cc(=O)oc2cc(NC(=O)c3ccc(OC(F)F)cc3)ccc12
→ -2.7 | 10.0 | 0.3 | -2.3 | i | -124.4 | -2.5 | 30.7 | 6.9 | -58.1
COc1ccc(-c2cc(C(=O)OCC(=O)c3ccc(C)c([N+](=O)[O-])c3)c3ccccc3n2)cc1
→ -3.4 | 25.1 | -2.0 | -1.1 | i | 1.4 | -5.1 | 30.1 | 12.0 | -14.7
COCCN1CC(C(=O)NCc2ncccc2C)CCC1=O (stereo unspecified)
→ 0.4 | -1.0 | -5.2 | 1.9 | x | -27.9 | 3.4 | -19.4 | 4.7 | 11.5
COc1ccc(CC(=O)Nc2ccc(NC(=O)c3ccc(Br)cc3)cc2)cc1OC
→ -0.5 | 0.8 | 0.7 | -2.5 | i | 9.0 | -3.9 | 17.0 | 16.9 | -15.9
Cc1ccc2nc3c(cc2c1)c(NC(=O)c1ccccn1)nn3CC(C)C
→ -1.5 | 0.9 | 1.2 | -3.8 | i | 15.5 | 4.7 | 18.0 | 21.1 | -1.2
O=C(O)c1sc2cc(C(F)(F)F)cnc2c1-c1cccs1
→ -5.0 | -8.8 | 4.0 | 3.5 | i | 16.6 | -1.0 | -10.6 | -9.9 | -1.3
Cc1cc(C)n2nc(CNS(=O)(=O)c3ccc(F)cc3)nc2n1
→ -1.9 | -4.0 | -1.7 | 6.5 | i | -9.9 | -0.1 | -9.5 | 31.4 | -16.1
CCn1c(CCCOc2ccc(Cl)cc2Cl)nnc1SCC(=O)Nc1cc(F)ccc1C
→ -3.0 | 31.6 | 1.4 | -4.6 | i | -18.4 | 4.0 | 45.8 | 25.5 | -24.2
Cc1cc(C)c(NC(=O)c2ccc[n+](Cc3ccc([N+](=O)[O-])cc3)c2)c(C)c1
→ -1.7 | -1.4 | 4.5 | -0.8 | i | 16.4 | 0.6 | -2.1 | -2.9 | -32.0
COCCN(C(=O)c1cc(OC)c(OC)c(OC)c1)c1c(N)n(Cc2ccccc2)c(=O)[nH]c1=O
→ 0.6 | -6.0 | -4.5 | 4.1 | i | 0.7 | 1.5 | -5.2 | 6.2 | -7.6
CC(C)(C)c1ccc(-c2nc3[nH]c(=O)cc(NC(=O)c4ccco4)n3n2)cc1
→ -1.6 | -3.8 | 1.4 | -4.7 | i | -40.3 | -5.9 | 23.3 | 21.4 | -119.4
CCn1ncc(C2=NOC(C(=O)Nc3c(C)n(C)n(-c4ccccc4)c3=O)C2)c1C (stereo unspecified)
→ -1.8 | -7.1 | -0.2 | 9.2 | i | -13.9 | 11.3 | 8.7 | 16.4 | -28.6
COCCn1c(=O)[nH]c2cc(C(=O)Nc3cc(OC)c(OC)c(OC)c3)ccc2c1=O
→ -0.1 | -6.4 | 1.4 | 1.9 | i | -1.8 | 1.2 | 1.3 | 33.3 | -0.3
CCOC(=O)N1CCN(c2nc3c(c(=O)[nH]c(=O)n3C)n2Cc2ccccc2Cl)CC1
→ x | -5.4 | -3.8 | -1.3 | i | 22.4 | -1.7 | -5.4 | 8.5 | -11.3
Cc1ccc(NC(=O)N2CCc3ccccc3C2)c(C)c1
→ -0.6 | 12.0 | -2.6 | 4.4 | i | -75.5 | -3.5 | 38.1 | 22.8 | -61.9
Cc1ccccc1OCc1nc(C#N)c(N2CCCC2)o1
→ -1.1 | -4.2 | 3.0 | -0.5 | i | 40.7 | -2.5 | -18.7 | 2.6 | -33.2
CC(C)(C)NC(=O)COC(=O)c1cncc(Br)c1
→ -2.1 | 0.1 | 0.5 | 2.9 | i | -22.2 | -3.2 | 26.3 | 2.5 | -30.7
O=c1[nH]c(C2CCN(S(=O)(=O)c3ccc4c(c3)OCCO4)CC2)nc2c1nnn2Cc1cccc(F)c1
→ 2.9 | 0.1 | 0.3 | 4.5 | i | 16.4 | 9.0 | 6.0 | 10.5 | 8.6
NS(=O)(=O)c1ccc(CNC(=O)/C=C/c2cccc(Cl)c2)cc1
→ 3.9 | -2.0 | -1.3 | 4.8 | i | 24.7 | 2.5 | -2.3 | 7.6 | -4.2
CCOc1ccccc1C(=O)N/N=C/c1ccoc1
→ x | x | -3.1 | -7.9 | x | x | -4.2 | x | -5.4 | -44.3
Cc1nnc2n1N=C(c1ccccc1)CS2
→ -1.2 | 2.0 | 0.0 | -2.4 | i | 5.8 | -0.8 | -8.1 | 18.0 | -6.6
COC(=O)C1(C)NC(c2ccc(C)cc2)C2C(=O)N(c3ccc(F)cc3)C(=O)C21 (stereo unspecified)
→ -1.6 | -5.3 | 6.3 | -1.0 | i | 0.4 | -2.3 | -1.7 | 2.0 | -35.2
O=c1[nH]c2cccc(Cl)c2n(CCNc2ncc(C(F)(F)F)cc2Cl)c1=O
→ -0.8 | 10.7 | -1.8 | 7.9 | i | -28.0 | 1.3 | 9.2 | -5.5 | -16.2
Cc1cc(C)c2c(=O)n(CC(=O)Nc3cccc(F)c3)sc2n1
→ 0.4 | -2.3 | -2.8 | -10.2 | i | 12.4 | -2.9 | -2.8 | 13.7 | 20.9
COc1ccc(OC)c(NC(=O)C2=C(C)NC(=O)NC2c2cccs2)c1 (stereo unspecified)
→ -0.2 | x | -0.3 | 2.1 | x | x | -2.8 | x | 9.0 | 29.3
O=[N+]([O-])c1cc(-c2n[nH]c(-c3ccccc3)n2)cc([N+](=O)[O-])c1
→ 1.6 | 4.0 | 1.0 | -7.1 | i | -75.8 | -1.3 | -9.6 | 32.4 | -1.2
COc1ccc(Oc2coc3cc(OC(=O)/C=C/c4ccc(F)cc4)ccc3c2=O)cc1
→ -4.4 | 4.7 | 1.0 | -2.4 | i | -18.9 | 3.5 | 9.7 | 6.1 | -2.3
COCCn1cnc2c1c(=O)n(Cc1cc(C(C)=O)ccc1OC)c(=O)n2Cc1ccccc1
→ -0.1 | 2.0 | 3.6 | -2.7 | i | 9.7 | -3.0 | 34.8 | 34.3 | -13.3
O=C(CN1CCN(Cc2ccc(F)cc2)CC1)Nc1nc2ccccc2s1
→ -0.1 | 5.4 | -0.9 | 10.3 | i | 0.3 | 5.7 | 8.2 | 13.3 | -22.7
O=C(Nc1ccc(/C=C/c2nc3ccccc3o2)cc1)c1ccc(F)cc1
→ -1.5 | 7.0 | 4.1 | -1.3 | i | -117.3 | 5.5 | 20.1 | 6.7 | -33.5
CC(C)N1CC(COc2ccccc2Cl)OC1=O (stereo unspecified)
→ 0.2 | 1.6 | -4.0 | x | i | -24.1 | x | 13.7 | 30.7 | x
O=C(COC(=O)C12CC3CC(CC(O)(C3)C1)C2)NCCc1ccc(Cl)cc1
→ -1.4 | 2.6 | -0.3 | -7.8 | i | 14.7 | -3.5 | 4.3 | 13.2 | -27.5
C=CCn1c(Cc2ccccc2)n[nH]c1=S
→ 0.2 | 8.0 | 1.6 | -4.2 | i | 10.0 | 3.9 | 28.4 | -6.9 | -30.7
O=C(O)CC(NC(=O)Cc1ccccc1)c1ccccc1 (stereo unspecified)
→ -1.6 | -1.7 | -1.5 | -8.0 | i | 8.6 | 0.0 | -7.0 | 4.9 | -8.0

An excerpt; count on the stated rates, not on these rows.
